# NR2F2 inh: blocks human COUP-TFII nuclear receptor | P24468 | HEK293T NGFI-A luciferase reporter, luminescence | inhibition, % at 8.6 µM | 370,000 tested, 0.7% active | AID 686940;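 active = inhibition above a per-plate cutoff, mean inhibition of test wells between control levels plus 3 SD, cut at about 38% in these data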;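 note: cells cotransfected with COUP-TFII expression vector driving the NGFI-A reporter; 0% = median of COUP-TF2 test wells and 100% = reporter-only cells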
# SRC3 inh: inhibitors of human steroid receptor coactivator 3 (SRC3) | HEK293 GAL4-SRC3 luciferase reporter, luminescence | inhibition, % at 3.6 µM | 360,000 tested, 0.17% active | AID 588352;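 active = inhibition above a per-campaign cutoff, the mean of all compounds plus 3 SD, cut at about 60% in these data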;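 note: 0% = DMSO-treated cells and 100% = gossypol-treated cells at 36 µM; higher means less SRC3-driven luciferase light from the GAL4 reporter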
# C8 TRAIL sens: sensitizes caspase-8 expressing cells to TRAIL | NB7+C8 cells + TRAIL, ATPlite viability luminescence | inhibition (viability loss, TRAIL sensitization), % at 10 µM | 360,000 tested, 1% active | AID 624354;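 active = compounds causing at least 50% loss of cell viability in the single-dose screen, relative to plate controls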
# SRC1 inh: inhibitors of human steroid receptor coactivator 1 (SRC1). HEK293 GAL4-SRC1 luciferase reporter, luminescence. inhibition, % at 3.6 µM. 360,000 tested, 0.12% active. AID 588354;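 active = inhibition above the campaign mean plus 3 SD, with each screening campaign given its own cutoff, cut at about 60% in these data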;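 note: 0% = DMSO treated cells and 100% = gossypol at 36 µM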
# SRC2 inh: inhibits human steroid receptor coactivator 2. Q15596. HEK293 GAL4-SRC2 luciferase reporter, luminescence. inhibition, % at 9 µM. 370,000 tested, 0.17% active. AID 651957;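 active = inhibition above the mean inhibition of all tested compounds plus 3 SD, set per campaign, cut at about 52% in these data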;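 note: 0% = DMSO treated cells and 100% = cells given Gossypol at 36 µM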
# EBV LMP1 NFkB: Epstein-Barr LMP1 NF-kappaB reporter inhibition; LMP1-induced NF-kappaB luciferase reporter cells, luminescence; inhibition, % at 12.5 µM; 350,000 tested, 0.69% active; in the data active = inhibition above about 41%;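 note: 0% = neutral control wells and 100% = reference inhibitor control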
# NOD2 RIPK2 PPI: inhibitors of human NOD2-RIPK2 interaction | O43353 | CHO BLA complementation NOD2-RIPK2, CCF4 ratio | inhibition, % at 4.98 µM | 360,000 tested, 0.38% active | AID 624267; in the data active = inhibition above about 21%;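 note: 0% = vehicle only and 100% = reference blocker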
# TWEAK-Fn14 inh: inhibitors of TWEAK-Fn14 interaction signaling; TWEAK-stimulated Fn14 reporter cells, luciferase luminescence, 8 h; inhibition, % at 10 µM; 360,000 tested, 2% active; AID 1159606; in the data active = inhibition above about 50%
# NR5A2 inv ag: suppresses constitutive activity of human LRH-1; O00482; HEK293T StAR-luciferase reporter, LRH-1 transfected, 24 h; inhibition, % at 3.6 µM; 360,000 tested, 0.13% active; AID 602396;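 active = inhibition above the mean inhibition of all tested compounds plus 3 SD, cut at about 73% in these data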;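 note: 0% = DMSO wells and 100% = reporter-only cells lacking LRH-1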
# Target sequence (O00482 whole entry, looked up): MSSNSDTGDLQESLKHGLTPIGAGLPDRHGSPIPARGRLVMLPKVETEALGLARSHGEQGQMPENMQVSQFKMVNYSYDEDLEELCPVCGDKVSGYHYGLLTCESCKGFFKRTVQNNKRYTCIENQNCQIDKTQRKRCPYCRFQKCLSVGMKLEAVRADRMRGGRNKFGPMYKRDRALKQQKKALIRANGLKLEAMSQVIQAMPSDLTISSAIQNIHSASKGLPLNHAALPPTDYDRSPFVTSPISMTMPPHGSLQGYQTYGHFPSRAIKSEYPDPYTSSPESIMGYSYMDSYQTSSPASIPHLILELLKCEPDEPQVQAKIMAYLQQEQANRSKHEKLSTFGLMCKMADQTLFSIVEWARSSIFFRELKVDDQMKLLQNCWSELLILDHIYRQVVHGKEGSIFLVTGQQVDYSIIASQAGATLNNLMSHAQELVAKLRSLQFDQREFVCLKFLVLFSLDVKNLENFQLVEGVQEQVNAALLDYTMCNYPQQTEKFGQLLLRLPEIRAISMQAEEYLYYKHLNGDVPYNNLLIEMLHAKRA
# TLR9-MyD88 block: TLR9-MyD88 interaction inhibition; Q9NR96+Q99836; CHO BLA complementation TLR9-MyD88, CCF4 FRET ratio; inhibition, % at 4.98 µM; 340,000 tested, 0.21% active;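 active = inhibition above the mean over all tested compounds plus 3 SD, cut at about 21% in these data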;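 note: 0% = DMSO only wells and 100% = clavulanate BLA inhibitor control wells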
# TROY signal inh: TROY signaling inhibition; inhibition, % at 10 µM; Q293 LMP1-TROYcd NF-kB luciferase reporter, 4 h; 360,000 tested, 0.98% active;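 active = compounds whose plate-normalised and pattern-corrected inhibition of the luciferase reporter signal at the single screening dose is 50% or more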
# An asterisk follows results filed as active; nt = no result given.
SMILES,NR2F2 inh,SRC3 inh,C8 TRAIL sens,SRC1 inh,SRC2 inh,EBV LMP1 NFkB,NOD2 RIPK2 PPI,TWEAK-Fn14 inh,NR5A2 inv ag,TLR9-MyD88 block,TROY signal inh
CCOC(=O)CSc1nc2cc(S(=O)(=O)N3CCOCC3)ccc2n1CC,-25,15,5,-15,-13,2,3,-1,0,4,3
C/C(=N\N=C1\NC(=O)C(CC(=O)Nc2ccc(Cl)cc2)S1)c1ccco1 (stereo unspecified),-4,10,-7,0,22,-15,-3,19,8,9,-10
CCCCN(C)CCNC(=O)CN1C(=O)CSc2ccc(S(=O)(=O)N3CCOCC3)cc21,-17,1,-13,10,7,-3,-9,-9,2,-7,3
O=C(NC1CCCC1)C(c1ccncc1)N(C(=O)c1csnn1)c1cccc(F)c1 (stereo unspecified),-4,-15,-8,5,18,-7,-9,6,0,2,-14
N[C@@H](Cc1ccccc1)c1nnc(SCc2ccccc2F)o1,5,2,-6,-7,2,-5,6,-22,10,-2,-29
Cc1ccc(-c2nnn(CC(=O)N(CC(=O)NCc3ccccc3)c3cccc(C)c3C)n2)o1,8,8,-7,4,9,-5,8,13,-2,-7,-2
CCCc1nc(SCc2ccc(OCC)cc2)n[nH]1,14,-2,-2,-14,-27,-2,-1,16,-3,-3,10
Cc1noc(C)c1S(=O)(=O)NCCc1ccc(S(N)(=O)=O)cc1,-6,-7,4,-8,5,1,6,6,2,3,-7
Cc1cc(NC(=O)COC(=O)COc2ccc(Cl)cc2C)c([N+](=O)[O-])cc1C,12,11,2,1,10,17,1,-1,12,-11,-10
CCCC(=O)Nc1cccc(NC(=O)Cc2ccc(Cl)cc2)c1,-19,2,5,11,5,nt,5,-2,-3,nt,-1
CCN(CC)c1ccc(NC(=O)COc2ccc(N(C)S(=O)(=O)c3cccs3)cc2)cc1,6,12,-1,11,23,-28,-4,3,15,7,4
Cc1ccccc1OCc1nc(-c2ccc(NC(=O)c3cccs3)cc2)no1,-19,-40,11,-47,-32,-16,-11,-19,-65,7,-20
CC(C)(C)c1ccc(C(=O)N/C(=C\c2cccc([N+](=O)[O-])c2)C(=O)Nc2cccc(C(=O)O)c2)cc1,8,-23,-6,-2,-1,0,-5,-4,-5,6,-7
Cc1n[nH]c(=O)nc1NC1CCCCC1,3,14,-5,-16,-14,10,-2,6,-2,-7,14
Cc1cc(C(C#N)c2ccccc2F)n2ncnc2n1 (stereo unspecified),2,7,-14,1,-11,-5,2,-8,4,6,7

# Pulled by compound from above:
SMILES,NR2F2 inh,SRC3 inh,C8 TRAIL sens,SRC1 inh,SRC2 inh,EBV LMP1 NFkB,NOD2 RIPK2 PPI,TWEAK-Fn14 inh,NR5A2 inv ag,TLR9-MyD88 block,TROY signal inh
CCCCN(C)CCNC(=O)CN1C(=O)CSc2ccc(S(=O)(=O)N3CCOCC3)cc21,-17,1,-13,10,7,-3,-9,-9,2,-7,3
N[C@@H](Cc1ccccc1)c1nnc(SCc2ccccc2F)o1,5,2,-6,-7,2,-5,6,-22,10,-2,-29
C/C(=N\N=C1\NC(=O)C(CC(=O)Nc2ccc(Cl)cc2)S1)c1ccco1 (stereo unspecified),-4,10,-7,0,22,-15,-3,19,8,9,-10
CCN(CC)c1ccc(NC(=O)COc2ccc(N(C)S(=O)(=O)c3cccs3)cc2)cc1,6,12,-1,11,23,-28,-4,3,15,7,4
CCCc1nc(SCc2ccc(OCC)cc2)n[nH]1,14,-2,-2,-14,-27,-2,-1,16,-3,-3,10
Cc1ccccc1OCc1nc(-c2ccc(NC(=O)c3cccs3)cc2)no1,-19,-40,11,-47,-32,-16,-11,-19,-65,7,-20

# More structures follow:
SMILES,NR2F2 inh,SRC3 inh,C8 TRAIL sens,SRC1 inh,SRC2 inh,EBV LMP1 NFkB,NOD2 RIPK2 PPI,TWEAK-Fn14 inh,NR5A2 inv ag,TLR9-MyD88 block,TROY signal inh
CNC(=S)N/N=C/c1cn(CCOc2ccc(OC)cc2)c2ccccc12,-13,17,4,-4,-34,-1,-3,-3,-10,2,-5
COc1cccc(-c2ncc3ccccc3c2COC(=O)c2ccc(C(C)(C)C)cc2)c1,4,-18,19,-2,-17,9,-7,8,-21,-1,-34
Cc1ccc(C)c(S(=O)(=O)N2CCCC2CNC(=O)C(=O)NC2CC2)c1 (stereo unspecified),-5,12,-9,-7,13,6,-4,16,12,-1,-6
O=[N+]([O-])c1cc(C(F)(F)F)ccc1NC1CCN(Cc2ccccc2)C1 (stereo unspecified),0,-13,5,-2,-1,3,2,2,5,2,-6
c1csc(C2=NNC(=NC3CCCCC3)SC2)c1,-34,-77,15,-65,-89,-20,-20,-7,-86,nt,24
NC1=NC(c2cccc(Cl)c2)N(CCc2ccc(F)cc2)C(N)=N1 (stereo unspecified),-6,-3,6,16,-27,-3,-11,7,-3,2,15
Cc1cc(C)cc(OCC(O)CN2CCN(Cc3ccc4c(c3)OCO4)CC2)c1 (stereo unspecified),26,12,3,-47,12,4,-2,19,3,-5,12
COc1ccc2nc(N3C(=O)CNC3=S)sc2c1,-14,-88,50*,-125,-28,4,-4,-3,-136,-3,-37
[N-]=[N+]=CC(=O)CCCN1C(=O)c2ccccc2C1=O,-11,0,-22,-11,14,-11,-5,0,6,-7,-10
CC(C)Oc1ccc(C2CCC(=O)NC2=O)cc1 (stereo unspecified),8,15,-7,-8,-10,-13,-6,-13,-12,-9,-6
CCn1c(SCC(=O)NCC(=O)Nc2ccc(F)cc2)nnc1-c1cccs1,0,2,-1,12,-11,-2,-2,0,-11,2,0
COc1cc(/C=C2/C(=O)NN(c3cccc(Cl)c3)C2=O)cc(OC)c1O,-2,4,-8,-8,9,6,-5,23,-3,-3,5
O=C(CCN1C(=O)C2C3C=CC(C4CC34)C2C1=O)Oc1cccc2cccnc12 (stereo unspecified),1,0,-24,-1,7,-2,-5,12,10,-7,8
CCN1C(=O)CC(N2CCN(c3ccc(C(=O)c4ccccc4)cc3)CC2)C1=O (stereo unspecified),-9,-45,5,-82,-55,-15,6,-14,-9,-6,-20

# Screens (PubChem)

# Not all compounds are listed; the hit share may differ from the screen's.
